Screening data as filed in PubChem BioAssay.
SIRT5 block: sirtuin-5 (human) deacylase inhibition; Q9NXA8; actives 1.1% (n = 330,000); Purified SirT5, succinyl-peptide AMC, trypsin-coupled fluorescence; inhibition, % at 15 µM; AID 652115; in the data active means inhibition above about 15%; inconclusive means no clear call, values can overlap the other calls
LGR2 inh: blocks bursicon-induced cAMP signaling via Drosophila LGR2 | HEK293 LGR2, CRE-luciferase, bursicon-stimulated, 4 h | inhibition, % at 9.99 µM | actives 0.35% (n = 380,000);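 active means drop in luminescence signal, shown as inhibition above about 50% in the replicate tests, limit read from the data, passing the limit was not always enough; inconclusive means probably only some replicates passing the limit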;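 further: agonist challenge used bursicon conditioned medium at about half maximal strength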
Xi reactivation: X-chromosome reactivation activator; XiGFP mouse fibroblasts, % GFP-positive cells imaging, 3 d; cells co-treated with 5-aza-dC sensitizer; scaled so ellipticine positive control = 100%; activation, % at 7.58 µM; actives 0.055% (n = 360,000); AID 743238;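 active means mean normalized replicate activation at least 10% and every replicate at or above 10%; inconclusive means only one of the two criteria met; inactive means mean below 10% and not all replicates reach 10%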;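 further: 0% = median of on-plate neutral control wells and 100% = ellipticine 6 µM median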
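material = 68-5-11 XiGFP fibroblast line | medium = DMEM plus 5-aza-dC sensitizer | schedule = 3 days compound exposure | benchmarks = positive control ellipticine, 6 µM final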
PGC1a acetyl inh: modulators of PGC1a acetylation; actives 0.17% (n = 350,000); inhibition, % at 15.6 µM; AID 651687; U2OS PGC1a acetylation, AlphaScreen anti-acetyl-lysine; with virally co-expressed GCN5 acetyltransferase;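 active means every replicate shows inhibition of at least 40%; inconclusive means mean inhibition at least 40% but some replicate below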;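 further: 0% = neutral control wells and 100% = positive control wells; some results beyond the cut were filed as inactive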
S100A4 inh HTS: inhibitors of human S100A4 binding to myosin IIA peptide; P26447; S100A4/TAMRA-MyoIIA peptide fluorescence polarization; inhibition, % at 10.7 µM; actives 0.14% (n = 360,000);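 active means mean inhibition of at least 70% across replicates, with every replicate also reaching that level; inconclusive means mean inhibition reaches 70% but some replicates fall short; inactive means mean inhibition below 70%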
Target sequence (P26447 whole entry, looked up): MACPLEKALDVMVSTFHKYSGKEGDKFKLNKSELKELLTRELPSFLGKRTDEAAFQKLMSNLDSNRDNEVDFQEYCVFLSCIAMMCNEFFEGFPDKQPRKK
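Test system – S100A4 monomer (human) · Compound – single-point compound testing · Schedule – 5 min incubation before reading · Probe or stimulus – TAMRA-labelled myosin IIA heavy-chain peptide probe, 5 nM · Benchmarks – neutral control DMSO, positive control TFP · Medium – Calcium-containing HEPES buffer, pH 7.2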
Statin myotox sup: suppressors of simvastatin-induced myotoxicity in C2C12 myotubes. ATP luminescence, 48 h; scaled: DMSO 0, geranylgeraniol control 100. rescue of ATP level, % at 7.49 µM. actives 0.78% (n = 330,000);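 active means mean ATP rescue above about 67%, or every replicate alone reaching that limit, limit read from the data, passing the limit was not always enough; inconclusive means no clear call, values can overlap the other calls; inactive means mean under the limit and some replicate under it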;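 further: myotubes were challenged with 10 µM simvastatin during compound exposure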
ERAP1 inh: blocks human ERAP1 aminopeptidase activity; recombinant ERAP1, Leu-AMC fluorescence, 60 min; inhibition, % at 10.7 µM; actives 0.15% (n = 340,000); Q9NZ08;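 active means mean replicate inhibition of at least 30%, or all replicates individually reaching that 30% level; inactive means mean below 30% and not every replicate reaching it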;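 further: 0% = neutral control wells and 100% = L-leucinethiol positive control wells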
Target sequence (Q9NZ08 whole entry, looked up): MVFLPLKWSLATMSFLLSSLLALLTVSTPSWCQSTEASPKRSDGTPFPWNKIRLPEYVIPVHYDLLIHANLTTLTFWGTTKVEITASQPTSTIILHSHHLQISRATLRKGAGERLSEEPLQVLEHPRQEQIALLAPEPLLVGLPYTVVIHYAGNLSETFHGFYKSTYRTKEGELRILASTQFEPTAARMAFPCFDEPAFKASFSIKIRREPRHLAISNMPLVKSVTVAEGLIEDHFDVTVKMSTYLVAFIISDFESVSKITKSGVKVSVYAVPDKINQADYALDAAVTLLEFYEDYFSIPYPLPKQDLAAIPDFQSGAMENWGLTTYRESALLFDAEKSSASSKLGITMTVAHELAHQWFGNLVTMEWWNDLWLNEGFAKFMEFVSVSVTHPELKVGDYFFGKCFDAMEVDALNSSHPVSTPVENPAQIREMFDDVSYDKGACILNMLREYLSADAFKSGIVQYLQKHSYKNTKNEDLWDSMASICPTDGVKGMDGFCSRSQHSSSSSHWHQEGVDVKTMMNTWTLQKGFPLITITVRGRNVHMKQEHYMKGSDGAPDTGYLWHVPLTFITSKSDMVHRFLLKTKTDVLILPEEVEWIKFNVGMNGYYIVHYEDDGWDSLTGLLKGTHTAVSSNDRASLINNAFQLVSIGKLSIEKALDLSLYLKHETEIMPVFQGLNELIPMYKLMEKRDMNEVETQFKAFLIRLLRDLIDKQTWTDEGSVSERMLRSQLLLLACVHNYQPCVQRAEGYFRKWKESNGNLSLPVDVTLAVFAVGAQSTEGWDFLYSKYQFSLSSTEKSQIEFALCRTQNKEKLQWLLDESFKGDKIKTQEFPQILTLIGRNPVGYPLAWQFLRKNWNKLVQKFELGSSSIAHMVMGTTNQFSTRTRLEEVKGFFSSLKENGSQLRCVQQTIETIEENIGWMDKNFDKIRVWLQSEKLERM
Cneo AK release: causes C. neoformans cell lysis | adenylate kinase release luminescence, 4 h; normalised: neutral wells 0, clomiphene wells 100 | lysis activity, % at 15 µM | actives 0.2% (n = 360,000) | AID 651654;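 active means mean lysis activity across replicates of at least 80%, whatever share of replicates individually reach that level; inactive means mean lysis activity below 80%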
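Test system: log-phase Cryptococcus neoformans yeast cells; Quantity: yeast cell density of 5 × 10^6 cells/mL; Buffer or medium: YPD; Doses: single compound concentration per well; Timing: 4 h at 37 °C static, read 1 h later; Measured by: AK luminescence; Read-out basis: lysis from increased AK signal; Control set: Clomiphene as positive control.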
* marks the source's active call; other numbers are inactive results; ? = inconclusive; / = no result given.

SMILES	SIRT5 block	LGR2 inh	Xi reactivation	PGC1a acetyl inh	S100A4 inh HTS	Statin myotox sup	ERAP1 inh	Cneo AK release
CN(C(=O)COC(=O)c1cc(-c2ccccc2Cl)nc2ccccc12)C1CCS(=O)(=O)C1 (configuration not stated)	1	7	-0.1	7	1	/	7	1
COC(=O)[C@@]12C[C@@H](CC(=O)NCc3ccc(OC)c(OC)c3)C(=O)N(CCc3ccc(OC)c(OC)c3)C1=CCC(C)(C)C2	0	-3	0.0	/	1	/	/	/
C[C@H](CO)N1C[C@H](C)[C@@H](CN(C)Cc2ccc(-c3ccccc3)cc2)Oc2ccc(NC(=O)CCC(F)(F)F)cc2CC1=O	17*	21	0.0	0	9	75*	-5	3
CO[C@@H]1CN(C)C(=O)c2cc(NS(=O)(=O)c3ccccc3)ccc2OC[C@@H](C)N(Cc2ccccn2)C[C@@H]1C	0	10	0.5	-5	1	-7	-1	2
COc1cccc(CN2CCC3(CC2)CN(S(C)(=O)=O)[C@@H](CO)c2[nH]c4cc(OC)ccc4c23)c1	2	11	0.2	/	9	/	-8	/
CC(C)N1CC23C=CC(O2)C(C(=O)OCc2ccccc2)C3C1=O (configuration not stated)	/	26	0.0	/	-1	7	/	0
COc1ccc(-n2nc3c(c2NC(=O)C(C)Cl)CSC3)cc1 (configuration not stated)	-3	-20	0.0	12	-1	5	0	-1
O=S1(=O)C=C[C@@H](CO)N1Cc1ccc(Br)cc1	-8	-14	-0.1	-2	2	-3	-2	1
COc1cc(C)ccc1S(=O)(=O)NC(=O)C1(C)CCN1C(=O)C1(c2ccc(Cl)cc2)CCC1 (configuration not stated)	-1	-6	0.2	6	-22	6	-3	-1
Nn1c(SCCOc2ccccc2)nnc1-c1cccnc1	0	6	-0.2	2	-2	/	10	-4
CC(C)(CC(=O)O)CC(=O)Nc1cc(C(F)(F)F)cc(C(F)(F)F)c1	1	1	0.0	-10	2	-2	2	4
Cc1ccccc1NC(=S)NCc1ccc(F)cc1	-2	11	0.0	1	-2	5	-3	0
CCCNC(=O)N(C)C[C@@H]1Oc2cc(C#Cc3ccccn3)ccc2S(=O)(=O)N([C@H](C)CO)C[C@H]1C	1	-8	0.0	-14	-32	3	0	2
COc1cc(NC(=O)c2ccc(S(=O)(=O)N(C)C)cc2)cc(OC)c1OC	3	15	/	/	8	3	-1	/
Cc1cc(C)c2cc(C#N)c(NCCNC(=O)c3ccncc3)nc2c1	-1	-7	0.3	/	-2	/	-2	/
CC1Cc2ccccc2N1C(=O)COC(=O)c1c2c(nc3ccccc13)CCCCC2 (configuration not stated)	/	13	0.1	/	/	-46	/	2
O=C(CNC(=O)c1ccccc1)OCC(=O)c1ccccc1Cl	0	-4	0.0	-3	1	/	-2	0
C/C=C/c1ccc([C@H]2[C@@H](C#N)N(C(=O)Cc3ccccn3)[C@H]2CO)cc1	-1	-2	0.4	-7	2	-4	1	1
COc1ccccc1Cc1c(C(C)(C)C)nc2cc(C)c(Br)c(C)n12	-1	5	0.2	/	-2	/	-1	/
CCC(=O)Nc1nc(NCc2ccccc2OC)n(-c2ccccc2)n1	1	23	0.1	/	2	12	1	/
O=C(CCC(=O)NC12CC3CC(CC(C3)C1)C2)NC1CCCCC1	-3	6	0.3	-10	-2	0	/	2
CC(=O)c1cccc(OCC(=O)N2CCN(c3ccc(C(F)(F)F)cn3)CC2)c1	1	15	0.0	-3	-1	/	-1	/
O=c1c(Cl)c(NC2CC2)cnn1-c1ccccc1	-1	-41	0.0	/	5	/	5	/
C=CCN=C1S/C(=C\N(C)C)C(=O)N1S(=O)(=O)c1ccc(C)cc1	-5	16	-0.1	-7	-3	17	2	-1
O=C(NCc1ccc(CNC(=O)c2ccco2)cc1)c1ccco1	0	9	0.0	0	2	2	0	2
C[C@H]1CN([C@@H](C)CO)C(=O)c2cccc(NC(=O)C3CCCCC3)c2O[C@@H]1CN(C)Cc1ccc(C(=O)O)cc1	-3	-8	0.1	4	-8	1	0	-2
C[C@H]1CN([C@@H](C)CO)C(=O)c2cc(-c3ccccc3)cnc2O[C@@H]1CN(C)C(=O)c1cccnc1	?	-3	0.1	-2	15	-3	0	0
O=C(N/N=C/c1cn(Cc2ccccc2)c2ccccc12)c1cc(O)cc(O)c1	2	-13	0.1	/	0	1	-2	3
CCOC(=O)c1c(C)oc2c1c1c(c3ccccc32)OCN(CCCC(=O)O)C1	6	-46	-0.1	-5	14	-8	3	0
Cc1ccccc1S(=O)(=O)N[C@@H]1CC[C@H](CCNS(=O)(=O)c2cccc(F)c2)O[C@H]1CO	1	-9	-0.1	3	0	2	-2	90*
Cc1ccc(S(=O)(=O)Nc2ccc3c(c2)C(=O)N([C@H](C)CO)C[C@H](C)[C@@H](CN(C)S(=O)(=O)c2ccc(Cl)cc2)OCCCC[C@@H](C)O3)cc1	/	-1	-0.1	2	/	/	/	1
O=C(C[C@H]1CC[C@H](NS(=O)(=O)c2ccccc2)[C@@H](CO)O1)NCc1ccc(Cl)c(Cl)c1	4	2	0.5	7	3	4	1	58
O=[N+]([O-])c1cccc(-c2n[nH]c(=S)n2-c2ccc(Br)cc2)c1	0	-25	-0.8	-15	1	/	1	/
CC(CCc1ccccc1)NC(=O)c1cccc(F)c1 (configuration not stated)	-5	9	-0.1	/	-3	7	-2	0
S=C(Nc1ccccc1)N1CCN(c2ccccc2)CC1	-4	-10	0.1	5	-11	3	-6	9
Cc1occc1C(=O)Nc1ccc(S(N)(=O)=O)cc1	1	7	-0.1	8	-3	/	-4	/
C=CCOc1cccc(/C=N/NC(=O)CC(=O)NC2CCCCC2)c1	1	11	0.0	-2	-1	/	-3	-2
Cc1ccc(S(=O)(=O)NCC[C@H]2CC[C@@H](NC(=O)Nc3ccccc3F)[C@@H](CO)O2)cc1	0	6	-0.4	-11	1	4	1	-1
CO[C@H]1CN(C)C(=O)c2cc(NC(=O)c3ccc4c(c3)OCO4)ccc2OC[C@H](C)N(CC2CC2)C[C@H]1C	0	-4	0.2	-3	-4	-17	1	-1
CC1Cc2cc(S(=O)(=O)N3CCN(c4ccccc4)CC3)ccc2N1C(=O)C1CC1 (configuration not stated)	-2	8	0.0	/	-5	6	1	-1
CC(=O)c1sc(NC(=O)C2CCN(c3ncnc4sc(C)c(C)c34)CC2)nc1-c1ccccc1	-2	-28	0.0	2	14	21	1	-1
CN(Cc1ccccc1)C(=O)N1CCOCC1	-3	-9	-0.7	3	-2	-64	2	1
CCOc1ncccc1C(=O)Nc1cccc(S(=O)(=O)N2CCCCC2)c1	-3	-24	0.0	8	-3	-8	2	-1
C[C@H](CO)N1C[C@H](C)[C@H](CN(C)C(=O)Nc2ccccc2)Oc2ncc(-c3ccc(C#N)cc3)cc2C1=O	-2	-1	0.1	-13	-15	-16	2	-7
Cc1ccccc1S(=O)(=O)N[C@H]1CC[C@@H](CCNS(=O)(=O)c2cccc(F)c2)O[C@@H]1CO	-1	10	0.2	-2	2	3	1	2
O=C(c1cccnc1)N(Cc1ccccc1)c1ccccc1	-3	-3	/	-2	-3	4	-6	0
CC(C)C[C@@H](CNCC(=O)[C@H](C)NC(=O)c1[nH]cnc1C(=O)N[C@@H](C)CN)NC(=O)c1nc[nH]c1C(=O)N[C@@H](Cc1ccccc1)C(=O)O	-3	10	0.2	/	-3	5	-11	-3
C[C@@H]1CCCCO[C@H](CN(C)C(=O)NC2CCCCC2)[C@@H](C)CN([C@H](C)CO)C(=O)c2cc(NC(=O)Nc3ccccc3)ccc2O1	-1	11	0.0	-12	-1	/	2	1
C#CCn1c(CCNC(=O)c2ccco2)nc2ccccc21	2	4	0.0	/	2	2	-1	-1
COc1ccccc1C1=NOC(COc2ccc3c(C)cc(=O)oc3c2)C1 (configuration not stated)	-4	/	0.5	-4	-2	/	/	-3

A stretch of the results above, as a working copy:
SMILES	SIRT5 block	LGR2 inh	Xi reactivation	PGC1a acetyl inh	S100A4 inh HTS	Statin myotox sup	ERAP1 inh	Cneo AK release
C[C@@H]1CCCCO[C@H](CN(C)C(=O)NC2CCCCC2)[C@@H](C)CN([C@H](C)CO)C(=O)c2cc(NC(=O)Nc3ccccc3)ccc2O1	-1	11	0.0	-12	-1	/	2	1
C#CCn1c(CCNC(=O)c2ccco2)nc2ccccc21	2	4	0.0	/	2	2	-1	-1
COc1ccccc1C1=NOC(COc2ccc3c(C)cc(=O)oc3c2)C1 (configuration not stated)	-4	/	0.5	-4	-2	/	/	-3

The list goes on.
SMILES	SIRT5 block	LGR2 inh	Xi reactivation	PGC1a acetyl inh	S100A4 inh HTS	Statin myotox sup	ERAP1 inh	Cneo AK release
O=C(N/N=C/c1ccc([N+](=O)[O-])o1)c1cc2ccccc2o1	1	5	?	-329	3	/	0	/
C[C@H](CO)N1C[C@H](C)[C@H](CN(C)S(=O)(=O)c2cccs2)OCCCC[C@H](C)Oc2ccc(NC(=O)Nc3cccc4ccccc34)cc2C1=O	/	10	-0.7	0	/	-28	/	-1
CCCCN(C)Cc1c(C)[nH]c2c(ccc3ccccc32)c1=O	-3	-8	0.0	/	-1	0	2	2
C[C@H](CO)N1C[C@H](C)[C@@H](CN(C)C(=O)Nc2ccccc2)Oc2ccc(NC(=O)Cn3cnnn3)cc2CC1=O	1	-16	-0.1	15	-9	22	1	3
CC(C)OC(=O)N(C)C[C@@H]1OCc2ccccc2-c2c(n(C)c3ccccc23)C(=O)N([C@H](C)CO)C[C@H]1C	-4	11	-0.8	-18	-8	?	3	3
COc1ccc(-c2ccc(CCC(=O)O)n2NC(N)=O)cc1	-2	6	-0.1	8	-1	-1	3	-1
COCCOC(=O)c1c(NC(=O)COC(=O)Cc2cccc(OC)c2)sc(C(N)=O)c1C	-2	14	0.2	/	-5	-3	-1	0
O=C(C[C@H]1C[C@H]2c3cc(NS(=O)(=O)c4ccc(F)cc4)ccc3O[C@H]2[C@H](CO)O1)NCC1CC1	/	-12	0.0	3	/	-5	/	-1
Cc1c(NC(=S)NC(=O)c2cccc(Br)c2)c(=O)n(-c2ccccc2)n1C	-3	0	0.0	-1	2	2	-1	-7
CC(=O)NCc1ccc(S(=O)(=O)NC(C)CCc2ccccc2)cc1 (configuration not stated)	2	2	0.1	2	8	7	9	-4
CCN(CC)CCCNC(=O)CCc1c(C)n(CC)c2cc(-c3ccccc3OC)nn2c1=O	-15	-24	0.2	5	-21	9	-3	1
CCC(NC(=S)NCc1ccc(F)cc1)c1ccccc1 (configuration not stated)	3	6	0.0	-6	-1	-13	0	80
CN1C2=C(C(=O)CC(C)(C)C2)C(c2cccs2)C2=C1CC(C)(C)CC2=O	-3	4	0.7	-7	-3	-6	-3	-1
Cc1ccc2nc(-c3ccccn3)cc(C(=O)NCCc3ccc(F)cc3)c2c1	-5	-5	0.0	/	5	10	-2	-1
C[C@@H]1CN([C@@H](C)CO)C(=O)c2cc(NC(=O)NC3CCCCC3)ccc2O[C@@H]1CN(C)S(=O)(=O)c1cccs1	-3	18	0.3	-10	38	/	0	-1
COc1cccc(C(=O)OCC(=O)NC2CCCc3ccccc32)c1O (configuration not stated)	0	-17	-0.1	/	2	/	0	/

This is a subset; rates above refer to the full screens.
